Rac1 wt GTP bind – human Rac1 wildtype GTP binding, inhibitors and activators. P63000. 190,000 tested, 0.27% active. GTP binding activity (% of control), % at 10 µM. GST-Rac1 beads, fluorescent GTP binding, flow cytometry; actives lie on both sides; 0 = cold GTP competed, 100 = untreated;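 active means GTP binding activity at least 20 points away from the 100% control level, either lower or higher; inconclusive means compound flagged as likely green fluorescent, judged across all proteins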
Bcl-W Bim block – human Bim-Bcl-W interaction inhibition | Q92843 | bead-based flow cytometry, Bim peptide-Bcl-W binding | inhibition, % at 10 µM | 190,000 tested, 0.02% active | AID 952;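 further: 0% = bound tracer without compound and 100% = peptide blocker; higher means less fluorescent Bim peptide bound to Bcl-W beads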
Target sequence (Q92843 whole entry, looked up): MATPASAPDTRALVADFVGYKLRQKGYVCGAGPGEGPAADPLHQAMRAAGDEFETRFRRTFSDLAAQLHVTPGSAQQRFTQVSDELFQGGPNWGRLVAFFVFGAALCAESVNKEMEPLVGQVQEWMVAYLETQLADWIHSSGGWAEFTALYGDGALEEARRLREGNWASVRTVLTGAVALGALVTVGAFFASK
Rac1 act GTP bind – alters GTP binding to activated mutant human Rac1 | P63000 | GST-Rac1 activated beads, fluorescent GTP binding, flow cytometry; actives lie on both sides; 100% means binding = to untreated wells | percent activity (GTP binding), % at 10 µM | 190,000 tested, 0.11% active | AID 764;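 active means GTP binding at least 20 percentage points away from the 100% baseline, in either direction, so actives lie on both sides; inconclusive means Compound likely fluorescent itself, or too few beads counted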
Rab7 wt modul – modulators of GTP binding to dog Rab7 wildtype GTPase; AID 758; GTP binding activity (percent of control), % at 10 µM; 190,000 tested, 0.055% active; GST-Rab7 beads, fluorescent GTP binding, flow cytometry; actives lie on both sides; untreated = 100%, excess cold GTP = 0%;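 active means fluorescent GTP binding to Rab7 beads changed by at least 20 points from the 100% baseline, either direction, mostly lower; inconclusive means compound itself probably fluorescent, or too few beads counted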;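 further: median green fluorescence of bound Bodipy-FL-GTP per Rab7 bead population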
Bcl-B Bim block – human Bim-Bcl-B interaction inhibition; Q9HD36; bead-based flow cytometry, Bim peptide-Bcl-B binding; inhibition, % at 10 µM; 190,000 tested, 0.073% active; AID 951;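 further: 0% = tracer peptide without compound and 100% = reference inhibitor peptide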
Target sequence (Q9HD36 whole entry, looked up): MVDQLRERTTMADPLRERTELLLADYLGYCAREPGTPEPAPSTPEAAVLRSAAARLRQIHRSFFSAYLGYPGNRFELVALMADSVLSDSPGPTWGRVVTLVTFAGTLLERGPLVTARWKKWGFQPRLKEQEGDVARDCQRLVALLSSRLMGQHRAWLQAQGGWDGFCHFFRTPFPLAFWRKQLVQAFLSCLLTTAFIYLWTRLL
Bfl-1 Bim block – inhibitors of Bim-Bfl-1 interaction, human; inhibition, % at 10 µM; Bead-based flow cytometry, Bim-Bfl-1 binding inhibition; 190,000 tested, 0.12% active;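 further: 0% = wells without compound plus tracer and 100% = blocker peptide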
Cdc42 wt – changes GTP binding to wildtype human Cdc42; P60953; GST-Cdc42 beads, Bodipy-GTP binding, flow cytometry; actives lie on both sides; percent activity (GTP binding), % at 10 µM; 190,000 tested, 0.2% active; AID 761;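 active means percent activity GTP binding at least 20 points away from the 100% baseline, either down as inhibitor or up as activator; inconclusive means compound flagged as likely green fluorescent from well-wide comparison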;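 further: median bead fluorescence of bound Bodipy-FL-GTP at 100 nM; 0% = excess unlabeled GTP control and 100% = no compound control; below 100% means less GTP binding so inhibitor and above means activator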
Target sequence (P60953 whole entry, looked up): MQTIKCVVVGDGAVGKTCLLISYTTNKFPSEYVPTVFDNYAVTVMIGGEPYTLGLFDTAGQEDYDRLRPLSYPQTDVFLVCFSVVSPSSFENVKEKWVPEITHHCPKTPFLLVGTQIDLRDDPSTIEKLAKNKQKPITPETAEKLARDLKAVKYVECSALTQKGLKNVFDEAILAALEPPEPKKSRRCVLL
Bim-Bcl-XL – inhibitors of Bim-Bcl-XL interaction, human; Q07817; Bim peptide-Bcl-XL binding, bead flow cytometry, fluorescence; inhibition, % at 10 µM; 190,000 tested, 0.04% active
Target sequence (Q07817 whole entry, looked up): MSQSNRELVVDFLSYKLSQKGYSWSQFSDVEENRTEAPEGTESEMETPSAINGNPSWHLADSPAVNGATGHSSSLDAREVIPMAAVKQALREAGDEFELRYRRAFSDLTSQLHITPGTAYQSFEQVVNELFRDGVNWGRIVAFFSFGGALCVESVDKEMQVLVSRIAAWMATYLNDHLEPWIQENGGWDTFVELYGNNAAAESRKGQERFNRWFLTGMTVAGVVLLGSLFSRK
HRas wt GTP bind – modulators of GTP binding to human HRas wildtype; GST-Ras wt beads, Bodipy-FL-GTP binding, flow cytometry; actives lie on both sides; GTP binding activity, % at 10 µM; 190,000 tested, 0.14% active; AID 759;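 active means GTP binding activity at least 20% away from the 100% baseline, either lowered as inhibitor or raised as activator; inconclusive means flagged as likely green fluorescent, judged across all proteins in the well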;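 further: 0% = unlabeled GTP competition control and 100% = no-compound control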
Target sequence (P01112 whole entry, looked up): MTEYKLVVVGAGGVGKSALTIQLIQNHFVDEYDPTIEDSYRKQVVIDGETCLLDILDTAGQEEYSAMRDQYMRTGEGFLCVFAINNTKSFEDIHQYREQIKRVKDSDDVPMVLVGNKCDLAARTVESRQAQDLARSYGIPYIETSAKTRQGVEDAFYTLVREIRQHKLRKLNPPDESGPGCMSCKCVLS
Bcl-2 Bim block – inhibitors of Bim-Bcl-2 interaction, human; P10415; Bead-based flow cytometry, Bim peptide-Bcl-2 binding; inhibition, % at 10 µM; 190,000 tested, 0.06% active; AID 950; in the data active means inhibition above about 40%; inconclusive means no clear call, values can overlap the other calls;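 further: 0% = no compound wells with probe peptide and 100% = reference peptide inhibitor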
Rab2 wt GTP – changes GTP binding to wildtype dog Rab2A, up or down | P61105 | GST-Rab2 wt beads, Bodipy-GTP binding, flow cytometry | GTP binding activity, % at 10 µM | 190,000 tested, 0.19% active | AID 760;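 active means GTP binding activity at least 20 points away from 100%, either lowered or raised; inconclusive means signal likely due to the compound's own green fluorescence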;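 further: 0% = beads with excess unlabeled GTP and 100% = no-compound control corrected for plate trend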
Active calls of the source: *; u = inconclusive; x = not tested or not shown. Unless noted, no stated cut-off is given here; in the data, active means inhibition above about 40%.

SMILES	Rac1 wt GTP bind	Bcl-W Bim block	Rac1 act GTP bind	Rab7 wt modul	Bcl-B Bim block	Bfl-1 Bim block	Cdc42 wt	Bim-Bcl-XL	HRas wt GTP bind	Bcl-2 Bim block	Rab2 wt GTP
Nc1nc(-c2ccc(-c3ccccc3)cc2)cs1	98	2	98	96	-7	-5	96	-1	96	6	93
CC(C)NC(=O)C1CCN(C2CCN(Cc3cn[nH]c3-c3ccccc3)CC2)CC1	102	-1	98	105	-5	-6	99	-2	102	0	100
Cc1onc(-c2ccccc2Cl)c1C(=O)NCc1cccs1	u	-1	u	u	-1	0	u	-2	u	-1	u
O=S(=O)(Cc1ccc(Cl)cc1)Nc1ccc2c(c1)OCO2	104	-1	100	101	-1	0	103	0	103	-2	101
CCOc1ccc(N(CC(=O)NC(C(C)C)C(C)C)S(=O)(=O)c2ccc(OC)c(OC)c2)cc1	97	-3	98	104	-6	-5	97	-4	99	-3	99
CCCCOc1ccc(N2C(=O)CC(NCCc3ccc(S(N)(=O)=O)cc3)C2=O)cc1 (stereo not given)	101	-2	100	95	-1	0	101	-5	100	-1	99
O=C1Cn2c(nc3ccccc32)-c2ccccc2N1	u	-6	u	u	1	-3	u	-3	u	-1	u
CCCNC(=S)N1CCC(C(=O)c2ccc(OC)cc2)CC1	104	-6	98	104	-18	-13	106	-8	102	-7	101
CCC(CC)c1nnc(NC(=O)c2cc(C(=O)OC)cc([N+](=O)[O-])c2)s1	104	0	95	101	-27	7	101	-7	99	-1	99
COc1ccc(N(C)S(=O)(=O)c2cccc(C(=O)Nc3ccc(-n4cnnn4)cc3)c2)cc1	102	5	102	102	-8	-13	102	-4	101	-8	101
CCN(C(=O)Cc1ccc(Br)cc1)C1CCCCC1	u	-7	u	u	-2	-1	u	-1	u	-4	u
CC1SCC(=O)N(CC(=O)Nc2ccc3c(c2)OCO3)C1=O (stereo not given)	103	-5	99	98	-12	-14	98	-9	99	-12	98
O=C(Cc1ccc(Cl)cc1)Nc1cccc(-c2nnc(-c3ccco3)o2)c1	102	-2	97	104	-1	-2	105	0	105	-3	106
c1ccc(N2CCN(c3nnc(Cc4cccnc4)c4ccccc34)CC2)nc1	101	2	95	98	2	0	100	-1	101	2	98
c1ccc(CN=C2NN=C(c3cc4ccccc4o3)CS2)cc1	100	0	93	92	0	4	97	-1	95	4	95
CCNc1nc(CC)nc2c1oc1ccccc12	105	-4	97	93	0	-5	100	-2	100	-2	92
CCOc1ccc(C(=O)N2CCc3cc(OC)c(OC)cc3C2)cc1OCC	108	3	100	104	-9	-9	104	-2	105	-8	106
O=C(CSc1ncnc2ccccc12)Nc1ccc2c(c1)OCO2	97	0	99	99	0	0	97	0	97	-3	99
Cc1ccc(NC(=O)OCc2cn(-c3ccc(Cl)cc3)nn2)cc1	93	-2	93	98	-3	-2	94	0	96	-1	92
CCCCc1ccc(NC(=S)Nc2cccnc2)cc1	x	-11	x	x	-18	-8	x	-14	x	-13	x
O=C(O)C1=C[C@H](c2csc3ccccc23)C[C@H](OCCCCO)O1	93	-4	93	100	0	3	93	-1	94	1	94
Cc1nnc(C)n1/N=C/c1cccn1C	102	3	95	104	-2	-13	98	-5	98	-6	99
Cc1ccc(N2CC(C(=O)Nc3ccc(S(=O)(=O)Nc4nccs4)cc3)CC2=O)cc1 (stereo not given)	97	-2	93	100	-5	-3	96	-3	95	-1	97
O=c1[nH]c(=O)n(Cc2ccco2)c2c1C(C(F)(F)F)(C(F)(F)F)N=C(CCc1ccccc1)N2	103	1	103	100	-1	-3	105	-4	100	-1	103
Cc1ccc(S(=O)(=O)NC(=O)Nc2ccccc2)cc1	97	2	97	95	4	-2	94	0	96	0	95
C=CCn1c(SCC(=O)Nc2ccccc2)nc2scc(-c3cccs3)c2c1=O	96	-1	98	96	0	-1	96	-2	97	0	96
CCN(CC)C(=O)CSc1ncnc2sc(-c3ccccc3)cc12	101	-4	96	96	-1	-1	99	-2	96	-2	99
O=C(NCCCN1CCOCC1)C(=O)N/N=C/c1ccccc1	105	0	101	106	0	-20	103	3	103	-4	101
Clc1ccccc1/C=C/C=N/Nc1nc(N2CCOCC2)nc(N2CCOCC2)n1	98	-1	96	97	-3	-7	98	-1	96	-1	97
O=C(c1ccc(F)cc1)c1ccc(CN2C(=O)c3ccccc3C2=O)o1	101	0	96	105	-1	-5	94	-3	99	-3	97
CC(/C=N\N1CCN(Cc2ccc(C)cc2)CC1)=C\c1ccccc1	95	0	97	95	-1	0	96	-2	96	0	92
Cc1oc(-c2ccccc2)cc1C(=O)Nc1cccc(C(=O)O)c1	90	-1	88	90	-3	3	93	-6	91	3	92
N#Cc1cc2c(nc1SCC(=O)Nc1sc3c(c1C#N)CCC3)CCC2	97	-1	95	94	0	1	99	0	98	-3	96
COC(=O)c1c(-c2cccc3ccccc23)csc1NC(=O)Cc1ccc(OC)c(OC)c1	103	0	100	98	-38	-7	100	2	100	-14	100
CC(=O)Nc1ccc(S(=O)(=O)N2CCN(C34CC5CC(CC(C5)C3)C4)CC2)cc1	103	0	98	98	-4	-14	104	-6	100	-9	100
c1ccc(OCc2nn3c(Cn4nnc5ccccc54)nnc3s2)cc1	103	0	97	102	-19	22	101	-5	101	-5	98
OCCN1CCN(C(=S)NCCc2ccccc2)CC1	95	-3	94	97	0	-3	99	0	98	-3	96
CSC1=NC(C)(C)C=C(/C=C/c2c(Cl)cccc2Cl)N1	98	-2	97	106	-5	-2	97	-1	99	0	100
Cc1ccc(C)c(/C=C/C(=O)c2ccccc(=O)c2O)c1	98	23	94	94	-29	41*	96	17	94	24	94
COCCn1nnnc1C(c1cccc(OC)c1OC)N1CCN(C2CCCCC2)CC1 (stereo not given)	107	1	99	99	-6	-16	103	-8	101	-9	100
Cc1nc(N2CCN(C)CC2)c2sc(=S)n(C)c2n1	106	1	101	98	-2	-6	103	-1	100	-2	99
O=C(O)Cc1coc(-c2ccc(F)cc2)n1	101	0	97	97	-6	-13	101	-2	99	-4	99
CN(C1CCCCC1)S(=O)(=O)c1cccc(C#N)c1	97	0	95	97	-4	-5	97	0	96	0	97
CCOCCCNC(=O)C(c1ccc(Cl)cc1)N(Cc1cccs1)C(=O)CNC(C)=O (stereo not given)	101	2	99	100	-1	1	100	0	101	2	100
Cc1cc(C)c2nc(NNC(=O)c3cc(=O)c4ccccc4o3)sc2c1	80	10	71*	96	-6	16	77*	2	82	0	79*
Cc1c(Cl)cccc1NC(=O)CN1CCN(CCO)CC1	103	0	100	99	-8	-16	104	-4	99	-6	101
CCSc1nnc(N)s1	110	-6	99	103	-8	-4	106	-6	101	-11	98
Cc1ccc(C)c(OCC(=O)N/N=C/c2c(C)nn(-c3ccccc3)c2Cl)c1C	108	-1	104	106	-2	-1	104	-3	105	-4	104
O=C(Oc1ccc2c(c1)O/C(=C\c1ccncc1)C2=O)c1ccccc1	u	-3	u	u	-1	-2	u	-3	u	0	u
CCOC(=O)/C(C#N)=C/c1cc2ccccc2nc1N1CCOCC1	101	-3	98	104	-15	-12	100	-5	101	-6	101

The list continues.
SMILES	Rac1 wt GTP bind	Bcl-W Bim block	Rac1 act GTP bind	Rab7 wt modul	Bcl-B Bim block	Bfl-1 Bim block	Cdc42 wt	Bim-Bcl-XL	HRas wt GTP bind	Bcl-2 Bim block	Rab2 wt GTP
Cc1cccc2nc(-c3ccccc3)nc(N3CCC(O)(c4ccc(Cl)cc4)CC3)c12	96	3	96	98	-1	2	96	0	98	0	96
O=C(CCc1ccc(S(=O)(=O)N2CCOCC2)cc1)N/N=C/c1cccc(O)c1	103	-4	101	104	-5	0	99	-3	100	2	99
C=CCn1cc(/C=N\NC(=O)c2cc3c(ccc4ccccc43)o2)c2ccccc21	104	-3	104	112	-3	-1	106	-2	107	-2	108
CCOc1ccc2nc(SCC(=O)Nc3nonc3C)[nH]c2c1	96	-1	97	99	0	-6	95	-3	94	0	95
CC(C/C=N/NC(=O)COc1cc(Cl)ccc1Cl)c1ccccc1 (stereo not given)	95	-1	93	93	-1	0	95	2	96	0	93
CCOC(=O)CN(c1cccc(C(C)=O)c1)S(C)(=O)=O	99	-1	96	99	0	0	96	1	98	2	101
O=C(c1ccco1)N1CCN(C(=O)C2CCN(S(=O)(=O)Cc3ccccc3)CC2)CC1	110	4	100	98	2	3	103	4	100	0	102
CCOC(=O)CN1CC23C=CC(O2)C(C(=O)NCCc2ccccc2)C3C1=O (stereo not given)	109	1	102	101	-6	-8	102	-1	103	-6	102
c1ccc2c(c1)nc(Nc1ccc3c(c1)OCO3)c1nnnn12	92	5	93	97	2	-2	91	10	90	-5	92
Cc1ccc(Nc2cc(C)nc(NCc3ccccc3)n2)cc1	99	3	100	97	29	21	96	0	98	18	100
O=C(N/C(=C/c1cccnc1)C(=O)N1CCOCC1)c1ccccc1Br	101	-7	100	100	-13	-8	99	-19	101	-4	101
COCCNCC(O)CON=C1c2ccccc2-c2ccccc21 (stereo not given)	99	-1	95	98	-2	-4	96	-2	97	-3	100
NC1=NC(=O)/C(=C/c2cn(CCC(=O)O)nc2-c2ccc(Cl)cc2)S1	77*	2	85	89	-4	-12	85	0	81	-5	81
COc1ccc(OCc2nnc(SC3CCOC3=O)n2-c2ccccc2)cc1 (stereo not given)	101	-3	98	98	-8	-15	98	-4	100	-10	99
CCOC(=O)C1=C(CC)OC(N)=C(C#N)C1c1ccc(OC)cc1OC (stereo not given)	100	17	96	104	7	7	96	1	98	5	97
COc1ccccc1NC(=O)CN1CCN(C(=O)c2ccco2)CC1	103	4	100	98	4	6	101	5	101	9	99
Cc1cccc(N(C(=O)Cn2nnc(-c3ccccc3F)n2)C(C(=O)NC(C)(C)C)c2ccncc2)c1 (stereo not given)	97	-1	97	104	-4	-5	96	1	98	-2	96
C=CCN(CC(=O)NCc1ccccc1)C(=O)c1csnn1	106	4	102	100	-5	-8	106	-3	103	-6	102
CC(C)=C1SC(N2CCN(c3cccc(Cl)c3)CC2)=NC1=O	99	-5	98	92	-7	1	93	-5	95	-2	97
CCOC(=O)c1cc2c(ccn2C)n1CC(=O)N1CCN(c2ccccc2)CC1	100	-1	99	97	-2	-2	98	1	97	0	99
CCCCN1C(=O)CC(Sc2ncccc2C(=O)O)C1=O (stereo not given)	94	-3	97	98	0	5	99	-1	100	0	96
CCCCOc1ccc(Cc2n[nH]c(=S)n2N)cc1	100	2	96	100	-41	27	99	-7	97	4	97

Compound activity: PubChem BioAssay, NMMLSC

Compounds were not picked by outcome. Share with any hit: about 0.62%.
